Screening results deposited in PubChem BioAssay by several laboratories.
M17LAP inhibition = P. falciparum M17LAP inhibitors, primary screen, biochemical, fluorogenic H-Leu-NHMec substrate, 1536-well (AID 1619). Leucine aminopeptidase (Plasmodium falciparum (isolate 3D7)). recombinant M17LAP, H-Leu-NHMec fluorogenic kinetic assay; higher % means a stronger effect. inhibition, % at 30 µM; hits with a dose series show IC50 in µM. 0.38% of 220,000 active;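 active means compound inhibiting the enzyme by more than half at any dose during confirmatory dose-response retesting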;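 further: plate controls were full reaction with DMSO carrier for no effect and no enzyme background for full effect; strong numbers were not always called active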
M1AAP inhibition = P. falciparum M1AAP inhibitors, biochemical, fluorogenic H-Leu-NHMec substrate, 1536-well (AID 1445). Aminopeptidase N (Plasmodium falciparum (isolate 3D7)). recombinant M1AAP, H-Leu-NHMec fluorogenic kinetic assay; higher % means a stronger effect. one-dose inhibition, % at 30 µM; IC50 in µM for titrated hits. 0.42% of 220,000 active;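 active means primary inhibition above the hit cutoff, then over 50% inhibition at one or more dose response concentrations, cut at about 23% in these data, passing the limit was not always enough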;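 further: plate controls were DMSO full reaction for no effect and no enzyme background for full effect; strong numbers were not always called active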
ER stress rescue = rescue of cells from ER stress-induced death, primary screen, 384-well, CSM14.1, thapsigargin, ATP luminescence (AID 1222). CSM14.1 thapsigargin-induced death rescue, ATP luminescence; higher % means a stronger effect. cellular ATP content (survival), % at 20 µM, or EC50 in µM where a hit was titrated. 190,000 tested, under 10 active;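 active means EC50 below 50 µM in the dose-response confirmation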;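 further: death triggered by thapsigargin at about 15 µM added after 2 h compound pretreatment; cell ATP read after overnight thapsigargin exposure of roughly 18 to 22 hours; normalized against plate controls of thapsigargin alone and 5% DMSO vehicle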
Autophagy mod = autophagy modulators in MEF cells, primary screen, imaging, high-content, MEF GFP-LC3; MEF GFP-LC3 puncta imaging; test concentration mostly 10 µM; calls only at 10 µM (by protocol); 0.98% of 190,000 active;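 active means percentage of spot-positive cells more than 3 SD above its plate mean, without a fluorescence outlier flag or 80% toxicity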;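 further: spot-positive cell cutoff set from DMSO-treated cells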
UTI89 phage lysis = inhibition of K1F phage lysis, E. coli UTI89, bacterial capsule biogenesis inhibitors, alamar blue (AID 488966); E. coli UTI89 K1F phage lysis, alamar blue, 2 h; higher % means a stronger effect; inhibition, % at 100 µM, or IC50 in µM where a hit was titrated; 0.02% of 340,000 active;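 active means phage lysis inhibition, versus mean bacterial control, above a set limit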;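 further: capsule biogenesis inhibitors block K1F phage lysis so surviving cells raise fluorescence; higher fluorescence means more inhibition of phage lysis; actives were called in the ten point dose series up to 300 µM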
bCat nuc transl = modulators of beta-catenin nuclear translocation, primary screen, imaging, HeLa cells, immunofluorescence, high-content; nuclear translocation activity, % at 5 µM; 0.3% of 190,000 active;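 active means nuclear translocation activity above 50% at 5 µM, with a well cell count of 50 or more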;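 further: per-cell ratio of nuclear to cytoplasmic median beta-catenin stain intensity; plate controls were DMSO negative control for no effect and GSK-3 inhibitor IX positive control for full effect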
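Test system: HeLa cells, endogenous beta-catenin; Compound: single 5 µM dose plus 0.02–20 µM confirmation series; Times: compound exposure 24 h at 37°C; Signal: fluorescence imaging of beta-catenin antibody stain plus DAPI; Read-out: % activation, nuclear-to-cytoplasmic median beta-catenin signal ratio per cell.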
Dynein cargo inh = inhibitors of GR-EGFP nuclear translocation, primary screen, dynein cargo transport inhibitor project, imaging, high-content, 3617.4 mouse cells. z-score, hits read low. 0.47% of 220,000 active. test concentration mostly 20 µM; stimulated with dexamethasone, 1 µM; stronger effect = lower value;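 active means plate z-score of nuclear minus cytoplasmic receptor signal below a set negative limit, without overly bright fluorescence or cell loss, cut at about -3.5 in these data, passing the limit was not always enough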;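 further: z-score of nuclear minus cytoplasmic ring GR-EGFP intensity difference per well; some compounds called inactive have numbers as strong as hits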
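Buffer or medium: tet-free, stripped-serum medium; Also added: dexamethasone, 1.0 µM final; Technique: high-content fluorescence imaging after fixation; Times: 48 h induction, 1 h compound, 30 min dex at 37 °C; Read-out: per-cell GR-EGFP intensity, nucleus versus surrounding cytoplasmic ring, well-averaged.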
MT stabilizer = microtubule stabilizers in HeLa cells, primary screen, imaging, high-content imaging; HeLa tubulin immunostaining HCS, 24 h; share of cells brighter than vehicle mean+2SD; % tubulin-high responders, % at 10 µM; 0.83% of 200,000 active;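 active means plate Z-score above 3 for both tubulin-high and condensed-nucleus cell shares, with cell loss under 80%, at 10 µM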;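 further: anti alpha tubulin signal scored within the nucleus-defined area of each cell; some results filed as inactive read as strong as hits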
Ins promoter up = insulin promoter activators in MIN6 cells, imaging, high-content screening, mouse beta cells | 0.3% of 190,000 active | z-score at 5 µM | MIN6 insulin promoter-GFP reporter; stronger effect = higher value;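 active means z-score above 3 at 5 µM with at least 500 cells counted in the well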
Dynein cargo inh cytoplasmic EGFP = further read-out of Dynein cargo inh, marked with its call; z-score; measured here: cytoplasmic GR-EGFP intensity; stronger effect = higher value
Dynein cargo inh nuclear GR-EGFP = further read-out of Dynein cargo inh, marked with its call; z-score; measured here: nuclear GR-EGFP intensity;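 lower value marks the stronger effect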
Dynein cargo inh cell count = recorded beside Dynein cargo inh, whose call it bears; z-score; measured here: cell count per field
Ins promoter up cell count = second read-out of Ins promoter up, no call of its own (marks repeat the call); cell count; measured here: cytotoxicity, nuclei count;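 total cells summed across four imaged fields per well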
bCat nuc transl cell count 5 µM = second read-out of bCat nuc transl, no call of its own (marks repeat the call); cell count; measured here: cell count, cytotoxicity flag
MT stabilizer Hoechst-high % = recorded beside MT stabilizer, whose call it bears; % Hoechst-high responders; measured here: nuclear condensation Hoechst responders;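 share of cells brighter than vehicle mean plus two SD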
MT stabilizer cytotoxicity % = second read-out of MT stabilizer, no call of its own (marks repeat the call); toxicity, %; measured here: cytotoxicity by cell density;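 0% = mean cell density of plate MIN control wells and 100% = no cells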
Autophagy mod cell loss 18 h = further read-out of Autophagy mod, marked with its call; toxicity, %; measured here: cell loss, nuclei count;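 cell loss after 18 h compound exposure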
Numbers without * were called inactive; i = inactive; · = no result given; [ ] = another dose, or the depositor's remark.

SMILES	M17LAP inhibition	M1AAP inhibition	ER stress rescue	Autophagy mod	Autophagy mod cell loss 18 h	UTI89 phage lysis	bCat nuc transl	bCat nuc transl cell count 5 µM	Dynein cargo inh	Dynein cargo inh cytoplasmic EGFP	Dynein cargo inh nuclear GR-EGFP	Dynein cargo inh cell count	MT stabilizer	MT stabilizer Hoechst-high %	MT stabilizer cytotoxicity %	Ins promoter up	Ins promoter up cell count
Cc1csc(Sc2ccc(C(=O)OCC(=O)Nc3ccc(OC(F)(F)F)cc3)cc2[N+](=O)[O-])n1	9%	2%	-5.1%	i	-9	2.7%	-1.2	927	-0.59	-0.28	-0.48	0.33	4.3	2.2	11	·	·
O=C(Cc1ccccc1)Nc1ccc(N2CCCC2)cc1	-7%	2%	-1.1%	i	-8	0.8%	·	·	0.37	0.73	-0.034	0.24	0.7	3.1	20	-0.01	730
CCOC(=O)/C=c1\s/c(=C\c2ccc(-c3ccccc3)cc2)c(=O)n1CC(=O)NCc1ccc2c(c1)OCO2	19%	-1%	-2.4%	i	6	2.5%	·	·	-1	1.5	-0.63	0.61	6.5	13	0.8	0.38	1295
S=c1[nH]nc(-c2cccnc2)n1/N=C/C(Cl)=C\c1ccccc1	13%	8%	-2.2%	i	5	1.4%[50 µM]	-0.8	999	-0.32	0.22	0.12	-1.5	6.0	3.5	1.8	0.38	1178
CCCCNc1n[n+](C)c(-c2cccc(C)c2)s1	4%	9%	·	·	·	·	-0.3	1363	0.4	-0.74	0.13	-0.56	·	·	·	-0.31	997
CCCc1cc(=O)oc2cc(OCC(=O)OC)cc(OCC(=O)OC)c12	-14%	-5%	-3.2%	i	-13	·	-2.0	1185	-0.49	-0.33	-0.065	0.26	3.1	2.1	10	-0.73	826
CCc1nnc(NC(=O)c2nn(-c3ccccc3)nc2C)s1	1%	7%	·	·	·	-0.2%	-0.5	1280	-0.23	-0.23	-0.32	0.14	·	·	·	1.5	1271
OCCC#Cc1ccc(CN2CCN(Cc3ccsc3)C(CCO)C2)cc1 (stereo unspecified)	-6%	-2%	-0.5%	i	-18	1.6%	-0.3	1577	-0.32	-0.26	0.0075	0.31	4.2	2.0	4.7	0.06	1656
C=CCNC(=O)COC(=O)c1ccc(Sc2nncn2C)c([N+](=O)[O-])c1	13%	3%	0.9%	i	6	-0.1%	-1.3	1108	-1.3	-0.2	-0.9	0.2	2.3	2.5	2.9	0.54	1357
Cc1c(C)[n+](=O)c(-c2cccs2)c(C)n1[O-]	4%	2%	-0.1%	i	6	-0.8%	-2.0	1084	-0.86	-0.27	-0.21	0.51	2.2	0.3	52	1.4	1093
Cc1cccc(C(=O)N2CCc3c([nH]c4ccccc34)C2CC(C)C)n1 (stereo unspecified)	-3%	2%	3.1%	i	-2	-0.4%	1.8	1073	-0.55	-0.25	-0.13	-0.0049	2.9	2.7	12	0.75	1511
Cc1nn(-c2ccccc2)c(Cl)c1/C=N/NC(=O)c1ccc(NS(=O)(=O)c2cccs2)cc1	-4%	3%	-2.7%	i	5	·	3.0	1411	-0.14	-0.21	0.65	0.26	2.6	3.7	3.6	-0.31	1352
CC(O)/C=C/c1cccc[n+]1C (stereo unspecified)	14%	32%	-2.8%	i	-4	0.4%	1.3	754	1	-0.12	0.56	-1.3	1.8	1.7	4.2	1.5	1219
Cc1ccc(Cn2c(SCC(C)C)nc3c2c(=O)n(C)c(=O)n3C)cc1	-1%	10%	·	i	-4	-0.2%	-0.9	1083	1	-0.27	1.3	1.4	2.6	1.8	15	1.6	1081
CCOC(=O)C(NC(C)=O)C(O)c1ccc([N+](=O)[O-])cc1 (stereo unspecified)	0%	6%	0.9%	i	12	0.6%	0.3	1101	0.2	-0.14	0.2	-0.094	1.9	2.2	0.5	0.44	1286
O=C(COc1ccc([N+](=O)[O-])cc1)NCc1ccccc1	8%	5%	-0.9%	i	0	0.4%	0.1	1473	-0.59	-0.18	-0.43	0.51	1.7	1.1	3.6	-0.25	1600
COc1ccc(Cl)cc1C(=O)N/N=C/c1ccc(N2CCOCC2)cc1	2%	8%	0.7%	i	-22	-0.7%	-1.1	1035	-0.74	-0.2	-0.039	0.38	1.1	0.8	0.7	0.07	1468
CC(=O)Nc1c(C(=O)O)[nH]c2ccccc12	-10%	6%	-2.0%	i	6	4.5%	-0.1	1011	-0.92	-0.26	-0.22	-0.028	1.8	1.8	10	0.12	1705
CC(/C=C/c1ccco1)=N/NC(=O)OC(C)(C)C	2%	12%	-2.3%	i	8	2.0%	-2.1	1098	-1.1	-0.12	-0.085	0.71	4.9	4.0	2.2	0.63	1495
O=C(Nc1ncccc1Cl)C(Sc1ccccc1)c1ccccc1 (stereo unspecified)	-11%	11%	0.9%	i	15	-0.3%	-1.2	1341	0.053	-0.21	0.44	0.23	1.9	1.6	8.1	0.5	1398
CCCCCNC(=O)C1CC(=O)OC12CCCCC2 (stereo unspecified)	0%	0%	0.6%	i	-2	0.3%	-1.4	968	-0.45	-0.38	-0.017	0.89	2.3	1.6	9.0	-0.23	1593
CCOP(=O)(c1ccc(N(C)C)cc1)C(O)c1cccnc1 (stereo unspecified)	0%	3%	·	·	·	0.5%	-0.3	1282	-0.6	-0.28	-0.5	0.88	·	·	·	0.05	1083
Cc1cccc(C(=O)N/N=C/c2ccc(OC3CSC3)cc2)c1	6%	2%	-1.4%	i	-22	-0.3%[50 µM]	8.0	1328	-0.55	-0.046	0.36	0.35	3.6	1.7	9.3	-0.96	1450
COCCn1c(SCC(=O)Nc2cccc(C)n2)nnc1-c1ccco1	2%	6%	-0.9%	i	-13	-2.6%	-0.5	1390	-0.25	-0.35	-0.62	0.98	3.4	2.4	9.5	-0.1	1485
Cc1ccc(Sc2ncccc2C(=O)O)cc1C	2%	7%	-2.4%	i	1	-3.1%	0.4	919	-0.086	-0.12	-0.4	0.17	3.9	2.2	0.7	0.24	1406
COc1ccc2[nH]c3nc(SC(C)C)nnc3c2c1	-11%	-3%	-6.2%	i	-4	0.5%	0.2	1346	-0.63	-0.19	-0.39	0.13	1.9	1.4	9.0	-0.37	1513
c1ccc(CNc2ncnc3scc(-c4cccs4)c23)nc1	2%	7%	5.1%	i	14	-0.1%	0.9	1449	-0.71	-0.32	-0.48	1.2	2.9	2.1	0.9	·	·
Cc1cccc(NC(=O)CN(C)S(=O)(=O)c2cnc[nH]2)c1	-5%	6%	-1.7%	i	13	0.0%	-0.6	1343	-0.13	-0.19	-0.079	0.3	1.9	1.5	0.8	-0.74	1659
FC(F)(F)c1cccc(-n2cccc2/C=N/n2cnnc2)c1	-1%	19%	-3.6%	i	0	-0.4%	-2.1	1195	-1.2	-0.32	-0.34	0.71	5.0	2.2	5.5	0.65	944
COc1ccc(C)cc1NC(=O)C(Sc1ccccc1)c1ccccc1 (stereo unspecified)	-3%	-4%	-1.2%	i	17	·	-3.9	520	-0.21	-0.22	-0.056	0.29	5.0	1.0	5.0	-0.13	1315
N#Cc1c(Cl)cccc1N1CCC(C(N)=O)CC1	-1%	2%	·	·	·	·	3.6	1057	1.3	-0.26	0.53	-0.06	·	·	·	1.9	1014
Cc1nn(CC(=O)N2c3ccccc3NC(=O)C2(C)C)c(C)c1[N+](=O)[O-]	-8%	4%	-0.1%	i	1	-0.8%	1.0	925	-0.49	-0.16	-0.3	0.78	3.0	2.1	5.6	0.51	1069
COC(=O)c1cc(-c2ccc(OC)c(OC)c2)n[nH]1	2%	2%	0.9%	i	-3	0.1%	·	·	1.1	-0.26	0.74	-0.08	1.6	1.7	5.4	0.57	865
CC(OC(=O)C1=Cc2ccccc2OC1)C(=O)NC(C)(C)C (stereo unspecified)	10%	-3%	-0.2%	i	-8	-1.8%	-1.9	1017	0.83	-0.073	1.4	-2.2	2.9	1.1	3.0	0.05	1445
S=C(NN=C(C1CC1)C1CC1)Nc1ccccc1	4%	5%	-2.4%	i	-3	2.4%	-0.8	1152	-0.24	-0.054	-0.24	0.66	3.6	1.6	0.7	·	·
CCOc1ccc(NC(=O)N(C2CCCCC2)C(C)c2ccncc2)cc1 (stereo unspecified)	10%	7%	-0.6%	i	-6	0.1%	-0.9	1415	-0.23	-0.19	-0.085	0.57	2.3	1.6	5.1	0.21	1510
